Assay outcomes deposited in PubChem by The Scripps Research Institute Molecular Screening Center.
GAA850 FXN act = frataxin GAA850 promoter activation; HEK293 lucGAA850 FXN promoter luciferase reporter, 24 h; percent of 10 µM SAHA response; activation, % at 6 µM; hit rate 0.56% among 360,000; AID 540364;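 active = activation above the average of all compounds screened plus 3 SD, cutoff fixed separately per campaign, cut at about 7.5% in these data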;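 also: 0% = DMSO wells and 100% = 10 µM SAHA wells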
ssDAF12 agonist = S. stercoralis DAF-12 activation, primary screen; activation, % at 6.8 µM; HEK293 ssDAF-12/GRIP1 lit1-tk-luc reporter, luminescence; % of 3 µM dafachronic acid response; hit rate 1% among 370,000;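 active = activation above the mean over all tested compounds plus 3 SD, cut at about 0.9% in these data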;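 also: 0% = DMSO-only wells and 100% = 3 µM delta7-dafachronic acid wells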
sPLA2-III inh = Inhibits HGIII-sPLA2 liposome hydrolysis, primary screen; QFRET BODIPY PC-A2 liposome hydrolysis, fluorescence; inhibition, % at 12.2 µM; hit rate 0.56% among 370,000;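 active = inhibition above mean plus 3 SD of compounds lying within the high and low control bounds, cut at about 19% in these data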;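 also: 0% = median of test compound wells and 100% = no enzyme DMSO wells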
Target sequence (Q9NZ20 whole entry, looked up): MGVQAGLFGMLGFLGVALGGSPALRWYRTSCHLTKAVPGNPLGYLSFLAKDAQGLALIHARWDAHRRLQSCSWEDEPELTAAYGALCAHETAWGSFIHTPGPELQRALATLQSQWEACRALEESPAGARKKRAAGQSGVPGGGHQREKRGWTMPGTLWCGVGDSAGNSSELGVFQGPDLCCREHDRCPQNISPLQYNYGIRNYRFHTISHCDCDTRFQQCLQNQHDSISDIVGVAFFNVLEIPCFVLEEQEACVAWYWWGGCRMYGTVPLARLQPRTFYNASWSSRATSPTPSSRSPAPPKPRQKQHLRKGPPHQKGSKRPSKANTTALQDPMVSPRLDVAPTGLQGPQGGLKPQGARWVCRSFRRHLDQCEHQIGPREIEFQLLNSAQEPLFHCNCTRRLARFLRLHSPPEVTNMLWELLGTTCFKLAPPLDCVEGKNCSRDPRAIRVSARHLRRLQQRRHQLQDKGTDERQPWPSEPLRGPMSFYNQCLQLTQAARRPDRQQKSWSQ
hcDAF12 agonist = activates DAF-12 receptor from parasite H. contortus; activation, % at 6.8 µM; hit rate 1.4% among 370,000; HEK293 hcDAF-12 lit1-tk-luc reporter, luminescence; 0% DMSO, 100% Δ7-dafachronic acid; AID 652067;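 active = activation above the mean of all tested compounds plus 3 SD, cut at about 5.5% in these data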;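 also: 100% = response to 3 µM Δ7-dafachronic acid high control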
hgDAF12 agonist = agonists of H. glycines DAF-12 nuclear receptor; HEK293 GAL4-hgDAF12 UAS-luciferase reporter, agonist luminescence; normalized to butyrate control; activation, % at 6.8 µM; hit rate 1.8% among 370,000; AID 687014;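 active = activation above a cutoff set at the mean of all screened compounds plus 3 SD, cut at about 10% in these data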;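 also: 0% = DMSO wells and 100% = sodium butyrate wells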
PLCg1 inh = PLC-gamma1 (human) inhibition, primary screen. P19174. inhibition, % at 12.2 µM. AID 720700. purified PLC-gamma1, fluorogenic substrate, fluorescence. hit rate 0.84% among 370,000; in the data active = inhibition above about 9.5%
DAX1 inh-1 = blocks DAX1 repression of SF-1 activated StAR promoter; HEK293T StAR-luciferase reporter, SF-1/DAX-1 repression relief; inhibition, % at 6.8 µM; hit rate 1.1% among 370,000; AID 652010;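 active = inhibition above the mean over all tested compounds plus 3 SD, cut at about 3.6% in these data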;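 also: 0% = DAX-1 cells with DMSO and 100% = cells lacking DAX-1 with DMSO; higher inhibition means more luminescence from relief of DAX-1 repression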
ADAM17 inh = inhibits human ADAM17; inhibition, % at 6.95 µM; P78536; hit rate 0.83% among 370,000; recombinant ADAM17, EDANS/DABCYL FRET peptide cleavage;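 active = inhibition above the mean of compounds lying between control limits plus 3 SD, set per campaign, cut at about 8.5% in these data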;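 also: 0% = DMSO-only wells as the low control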
ADAM10 inh = ADAM10 inhibition, QFRET primary screen; O14672; recombinant ADAM10, EDANS/DABCYL FRET peptide cleavage, 3 h; inhibition, % at 7 µM; hit rate 0.62% among 370,000; AID 720582;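 active = inhibition above a per-campaign cutoff equal to the mean of compounds falling between control-based bounds plus 3 SD, cut at about 20% in these data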;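 also: 0% = DMSO wells while the 100% control is not disclosed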
DAX1 inh-2 = inhibits human nuclear receptor DAX1. HEK293 Gal4-DAX1 luciferase reporter, luminescence. inhibition, % at 6.75 µM. hit rate 0.99% among 340,000. AID 504766;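 active = inhibition above the mean over all tested compounds plus 3 SD, cut at about 4.2% in these data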;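 also: 0% = DAX1-transfected cells with DMSO and 100% = empty-vector control cells with DMSO; inhibition shows as a rise in luminescence from relieved DAX1 repression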
Target sequence (P51843 207-470 limits assumed): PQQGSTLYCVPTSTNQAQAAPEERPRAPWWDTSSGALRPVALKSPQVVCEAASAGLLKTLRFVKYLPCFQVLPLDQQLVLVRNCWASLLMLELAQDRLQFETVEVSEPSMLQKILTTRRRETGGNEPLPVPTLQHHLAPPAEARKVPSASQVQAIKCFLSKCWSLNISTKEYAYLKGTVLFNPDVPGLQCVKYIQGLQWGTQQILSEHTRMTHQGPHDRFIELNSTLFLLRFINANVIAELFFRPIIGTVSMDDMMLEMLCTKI
PLCb3 inh = inhibitors of human phospholipase C beta3. hit rate 0.18% among 370,000. inhibition, % at 12.2 µM. Purified PLC-beta3, fluorogenic substrate, fluorescence. AID 720704; in the data active = inhibition above about 11%;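 also: 0% = median of compound wells on plate and 100% = full blocker control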
The depositor's hits bear a star; nt = not tested or not shown.

Below each compound – ADAM10 inh, GAA850 FXN act, sPLA2-III inh, ADAM17 inh, DAX1 inh-1, hcDAF12 agonist, PLCg1 inh, ssDAF12 agonist, DAX1 inh-2, PLCb3 inh, hgDAF12 agonist
> COc1ccc(C2C(C(=O)N3CCCC3)CC(=O)N2c2ccc(OC)cc2)cc1 (stereo not given)
  -8, 1.8, 4, -7, -0.3, -0.6, -1, -1.5, -0.3, -1, -0.9
> O=C(OCC(=O)c1c[nH]c2ccccc12)C1=COCCO1
  -1, 0.9, 2, -4, 2.8, 7.2*, -2, 1.0*, 1.5, -4, 9.3
> COc1ccc(Br)cc1CN(C)CC(=O)Nc1cc(Cl)ccc1Cl
  3, 2.5, 10, -4, -0.1, -2.4, 0, -0.8, -0.5, 0, -1.5
> Cc1ccc(N2CC(C(=O)NCc3ccco3)CC2=O)cc1Cl (stereo not given)
  -3, 3.0, -5, 1, -1.3, -0.9, -2, -1.0, -0.1, -7, -1.2
> CC1CN(S(=O)(=O)c2cccc(C(=O)Nc3cc(Cl)ccc3N3CCOCC3)c2)CC(C)O1 (stereo not given)
  -2, -0.4, -1, 0, 0.5, -1.5, -1, -1.1, -0.5, -7, -3.0
> O=C(COC(=O)Cc1ccccc1F)NCc1ccc(Cl)cc1
  -3, -2.1, -9, -4, 1.0, -0.1, -1, -1.2, 1.1, 1, 2.0
> C[C@H](O)[C@@H]1C(=O)N2CCc3ccc(-c4ccccc4)cc3[C@@H]2C[C@@H]1N(C)C(=O)Nc1cc(Cl)cc(Cl)c1
  1, -2.9, -9, 0, 0.0, -1.7, -1, -1.2, 2.1, -3, 2.5
> COc1ccc(CNC(=O)c2cccc(C)c2[N+](=O)[O-])cc1
  1, 0.8, 1, 3, -0.4, -2.2, 0, -1.1, -0.2, 3, 0.8
> O=S1(=O)N=C(N(CCO)/N=C/c2ccccc2)c2ccccc21
  -8, 1.8, -4, -1, -0.7, -0.7, -5, -1.4, -0.9, -9, -1.0
> O=c1ccn(Cc2ccccc2)c(=O)n1Cc1ccccc1
  -1, 1.3, -2, -2, -0.2, -1.5, 4, -1.0, 0.7, 3, 0.5
> CC(C)CC(=O)O/N=C1\C(=O)N(c2ccccc2)c2ccccc21
  14, 0.3, -28, 1, 0.4, -0.8, 4, -0.8, -0.7, 4, -2.4
> CCCS(=O)(=O)NC(=O)C1(C)CCN(C(=O)Cc2ccc(OC)c(OC)c2)C1 (stereo not given)
  -9, -3.7, 10, -4, -0.1, -1.1, 2, 0.8, nt, 3, -1.1
> CC(=O)c1ccc(NC(=O)c2cn(-c3ccccc3)nc2-c2ccncc2)cc1
  -9, -0.2, 8, -4, 0.0, -1.4, 0, -1.6, 0.3, 3, 2.9
> O=C(COC(=O)c1cc[n+]([O-])cc1)NCc1ccccc1Cl
  -7, 2.1, 2, -6, 0.2, -0.3, -1, -1.4, 1.4, -2, -2.8
> COc1ccc(/C=N/NC(=O)c2[nH]c3ccc(Cl)cc3c2-c2ccccc2)c(C(=O)O)c1OC
  -9, -2.1, -18, -8, -0.4, -0.8, -127, -0.8, 0.9, -177, 0.1
> Cc1ccc(/C=N\NC(=O)c2ccc3c(c2)OCO3)o1
  -2, 3.8, 5, -4, 5.2*, 5.5, -5, -0.1, 0.6, -13, 4.7
> COc1cccc(CNC(=O)CCCn2ccc3cc(S(=O)(=O)N4CCCC4)ccc32)c1
  5, -3.3, -11, 1, -5.7, -2.7, 1, -1.8, 0.3, -10, 0.0
> CCOC(=O)c1ccc(Cn2c(-c3ccccc3)nnc2-c2ccccc2)o1
  4, 1.6, -13, 3, -0.6, -1.3, 1, -1.2, 0.1, -1, 1.8
> COc1ccc(NC(C)=O)cc1NC(=O)CN1CCN(C(=O)c2ccco2)CC1
  -4, 1.2, 14, 4, 0.5, 0.7, 2, -1.7, -1.2, 3, -1.8
> CCOC(=O)c1cc(C)[nH]c1C
  3, 0.5, 4, 1, 0.2, -1.3, 2, -1.0, 0.9, -5, 0.2

Below each compound – ADAM10 inh, GAA850 FXN act, sPLA2-III inh, ADAM17 inh, DAX1 inh-1, hcDAF12 agonist, PLCg1 inh, ssDAF12 agonist, DAX1 inh-2, PLCb3 inh, hgDAF12 agonist
> CC(Sc1nnc(COc2ccccc2)n1Cc1ccccc1)C(=O)O (stereo not given)
  4, 3.1, -2, 2, 0.7, 0.3, -3, 0.9*, 1.0, 2, 0.2
> O=C(Nc1nnc(-c2ccccc2Cl)o1)c1nc2ccccc2s1
  -7, 2.6, -7, 0, 0.6, 8.8*, -4, 1.2*, 0.6, -10, 6.2
> CCOC(=O)c1cc(C#N)c(SC)nc1-c1ccccc1
  -3, 1.6, 1, -1, -0.6, -0.6, -8, -1.0, -0.9, -8, -0.2
> COc1ccc(Br)cc1/C=N/NC(=O)CN1CCN(Cc2ccccc2)CC1
  7, -1.4, -6, -5, -0.3, 0.4, 6, -1.1, 0.4, 4, -1.1
> CC(C)CNC(=O)C1c2ccccc2Oc2ccccc21
  -3, -0.7, -2, 0, -0.2, 0.7, -1, -1.2, -0.2, 6, 1.7
> O=C(COC(=O)c1ccccc1SCC(=O)N1CCCC1)Nc1ccccc1C(F)(F)F
  -5, -0.4, -4, -3, -0.1, -2.4, -2, -0.6, 0.1, -9, 1.8
> CC(=O)Cc1cc(O)c2ccccc2c1OC(=O)c1ccccc1
  5, 0.1, -70, 3, -0.9, -0.1, 3, 0.4, -0.2, 3, -3.2
> Cc1cc(C)c(NC(=O)C(C)N2CCCCCC2)c(C)c1 (stereo not given)
  -5, 1.5, 7, -2, -0.3, -1.8, -2, -0.2, -0.9, -3, -3.7
> c1ccc(OCc2nnc3n2N=C(c2ccccc2)CS3)cc1
  9, 5.0, -18, 1, -0.6, 1.4, 9, 0.0, -2.1, -4, 1.6
> O=C(COC(=O)[C@H](Cc1ccccc1)NC(=O)c1cccs1)NC1CC1
  -10, 1.9, -3, 1, 0.4, 2.5, 2, -1.5, -0.3, 4, 2.3
> Cc1ccc(Cn2nnc3c(=O)n(CC(=O)NCc4ccco4)cnc32)cc1
  0, -3.8, -4, 5, -0.3, -0.5, 3, -1.2, 1.6, 4, -0.9
> CC(=O)NCc1nc2ccccc2n1Cc1ccccc1F
  -2, -0.4, -1, -2, -0.1, 0.5, 2, -1.1, 1.4, 1, 5.2
> COc1cccc(-c2nc(CS(=O)(=O)CC(=O)NCc3ccccc3OC)c(C)o2)c1
  -8, 0.1, 1, 2, 0.4, -1.3, -4, -1.4, 0.7, -4, -0.2
> O=C1c2oc3ccccc3c(=O)c2C(c2ccccn2)N1Cc1ccccc1 (stereo not given)
  -5, -0.2, -3, 0, 0.0, -0.6, -3, -1.0, -0.4, -3, 1.6
> O=C(CSc1ccc2nnc(-c3ccc(Cl)cc3)n2n1)N1CCCc2ccccc21
  -2, 1.1, 7, -6, 0.1, 0.5, -2, -1.5, 0.7, -1, 2.7
> CN(c1ccccc1)S(=O)(=O)c1ccc(Cl)c(C(=O)OCC(=O)c2c(N)n(C)c(=O)n(C)c2=O)c1
  -3, 0.8, -1, 2, -1.2, 2.6, 3, 0.1, -0.2, -5, 1.2
> O=C(O)/C=C\C(=O)Nc1ccc(N2CCN(c3ccc(F)cc3)CC2)cc1
  2, 2.4, 3, -1, -0.9, -1.7, 2, -1.5, 0.7, 1, -2.6
> O=C(CSc1nc(O)cc(=O)n1-c1ccccc1)Nc1ccccn1
  -8, 0.5, -2, -5, 0.0, -0.1, -3, -1.4, -0.1, -2, 0.2
> CC(=O)c1cccc(-c2ccc(CN3C(CC(C)C)C(=O)N(Cc4cn(CC5CCCCC5)nn4)CCS3(=O)=O)cc2)c1 (stereo not given)
  11, -4.6, -36, 6, 0.6, 0.1, 4, -1.5, -1.0, 0, -1.6
> CCCCCCc1ccc(-c2ncc(N)cn2)cc1
  -3, 4.1, -9, 4, 2.4, 2.3, -1, -0.6, 0.7, -2, 11*

Below each compound – ADAM10 inh, GAA850 FXN act, sPLA2-III inh, ADAM17 inh, DAX1 inh-1, hcDAF12 agonist, PLCg1 inh, ssDAF12 agonist, DAX1 inh-2, PLCb3 inh, hgDAF12 agonist
> COc1cc(/C=C/C(=O)OCC(=O)Nc2ccc(NC(C)=O)cc2)cc(S(=O)(=O)N2CCc3ccccc32)c1OC
  10, -1.2, -12, 5, 0.1, -0.6, 4, -1.5, 0.1, -4, -5.5
> [O-][n+]1onc2c3cc(-c4ccccc4)nnc3ccc21
  -1, 6.1, 2, -3, 0.4, 0.1, 2, -0.3, 0.2, 4, 4.7
> Cc1ccc(-c2nc3nc4ccccc4nc3n2Cc2ccco2)cc1
  -107, 2.5, 3, -31, 5.1*, 11*, -19, 1.4*, 1.5, -25, 16*
> COc1nc(/C(N)=N/O)nc(N2CCCCC2)n1
  -1, 0.8, 6, -7, -0.1, -2.7, -2, -0.7, 0.5, -3, -2.8
> CC(C)Oc1ccc(C(=O)NCC(=O)N2CCN(S(=O)(=O)/C=C/c3ccccc3)CC2)cc1
  -5, -0.4, -13, 3, -2.5, -1.8, -4, -0.9, -0.2, -6, -1.5
> COc1ccc(S(=O)(=O)NCCCN2CCOCC2)c2ccccc12
  1, -1.6, 3, -5, 0.2, -0.1, -4, -1.7, -0.5, -6, -0.5
> CCOC(=O)C1C(=O)CC(C)(O)C(C(=O)OCC)C1c1ccccc1 (stereo not given)
  0, -0.7, 7, 0, -0.2, 0.3, 2, -1.6, -0.5, 2, -1.9
> Cc1ccc(NC(=O)Cc2n[nH]c(=O)c3ccccc23)cc1S(=O)(=O)N1CCCCCC1
  1, -1.9, -15, -2, -4.2, -3.1, -3, -2.5, -1.1, -7, -7.5
> Cn1cccc1-c1cc(C(=O)N2CCc3c([nH]c4ccccc34)C2c2ccccn2)[nH]n1 (stereo not given)
  9, 2.5, -23, 1, -0.3, -1.4, -4, -0.6, -2.3, -1, 0.2
> CCC(C)c1ccc(NC(=O)CSc2nnc(-c3cccc(C)c3)n2C)cc1 (stereo not given)
  4, nt, 1, 2, -1.2, -2.3, 1, -1.9, nt, 5, -0.9
> O=C(COc1cccc(Cl)c1)NCC(c1cccs1)N1CCOCC1 (stereo not given)
  -5, -0.8, -3, -3, -0.5, -1.5, 0, -1.5, -0.5, 0, -0.5
